human PMI inhibitors: human PMI inhibitors, high substrate, primary screen, biochemical, fluorescence intensity, high mannose 6-phosphate (AID 1220). recombinant PMI enzyme, coupled fluorescence intensity; higher % means a stronger effect. inhibition, % at 20 µM; hits with a dose series show IC50 in µM. 190,000 compounds, 0.66% hits
K1F lysis inhibition: inhibition of K1F phage lysis, E. coli UTI89, bacterial capsule biogenesis inhibitors, alamar blue (AID 488966) | E. coli UTI89 K1F phage lysis, alamar blue, 2 h; higher % means a stronger effect | 340,000 compounds, 0.02% hits | one-dose inhibition, % at 100 µM; IC50 in µM for titrated hits;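 active means phage lysis inhibition, versus mean bacterial control, above a set limit; inconclusive means no clear call, values can overlap the other calls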;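 further: capsule biogenesis inhibitors block K1F phage lysis so surviving cells raise fluorescence; higher fluorescence means more inhibition of phage lysis; actives were called in the ten point dose series up to 300 µM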
PMI inhibitors: inhibitors of human PMI, primary screen, biochemical, fluorescence intensity, coupled assay (AID 1209) | inhibition, % at 20 µM; hits with a dose series show IC50 in µM | 190,000 compounds, 0.42% hits | purified PMI enzyme, coupled fluorescence intensity; higher % means a stronger effect;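 further: plate controls were DMSO vehicle for no effect and wells lacking substrate for full effect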
CSM14.1 death rescue: protection against thapsigargin-triggered cell killing – 384-well, CSM14.1, ATP luminescence, primary screen (AID 1222); CSM14.1 thapsigargin-induced death rescue, ATP luminescence; higher % means a stronger effect; cellular ATP content (survival), % at 20 µM, or EC50 in µM where a hit was titrated; 190,000 tested, under 10 active;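 active means EC50 below 50 µM in the dose-response confirmation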;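 further: death triggered by thapsigargin at about 15 µM added after 2 h compound pretreatment; cell ATP read after overnight thapsigargin exposure of roughly 18 to 22 hours; normalized against plate controls of thapsigargin alone and 5% DMSO vehicle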
Myeloid diff 2: promotes myeloid progenitor differentiation; calls only at 10 µM; ER-HoxA9 myeloid progenitors, lysozyme-GFP differentiation, flow cytometry; 360,000 compounds, 1% hits; AID 624256;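 active means normalized GFP-positive differentiation at or above the plate's own cutoff, the solvent-only control mean plus 3 SD; inconclusive means no clear call, values can overlap the other calls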;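 further: cells exposed to compound for four days before flow analysis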
TNAP activators: stimulation of alkaline phosphatase TNAP activity – biochemical, luminescent, no phosphate acceptor, uHTS, primary screen (AID 1001). purified TNAP, luminescent activation assay, no phosphate acceptor; higher activation fold means a stronger effect. 200,000 compounds, 0.03% hits. activation fold at 20 µM; hits with a dose series show EC50 in µM; in the data active means activation fold from about 3, or a potency from the dose series; inactive means the rest, 99 in 100 with activation fold below about 1.6; further: many of its hits are not listed in these tables
Hep lipid drop: hepatic lipid droplet formation modulation; AML12 mouse hepatocytes, oleate lipid droplets, BODIPY imaging; inhibition, % at 6.5 µM; 240,000 compounds, 0.4% hits; AID 1656;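 active means lipid droplet intensity inhibited by at least 50%, with more than 500 cells counted; inconclusive means wells with under 300 cells, treated as cytotoxic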
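Material: mouse AML12 hepatocyte cell line, fixed after treatment; Timing: compound with oleate, overnight; Technique: high-content imaging of BODIPY-stained droplets and DAPI nuclei; Probe or stimulus: oleate, 100 µM final; Dosing: compound at 6.5 µM only.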
WT yeast gro inh: growth inhibition of WT yeast, mitochondrial fusion screen; mitochondrial fusion phenotypic screen, WT strain; inhibition, % at 10 µM; 190,000 compounds, 2.1% hits; AID 1362; in the data active means inhibition above about 58%; tested in S. cerevisiae
M1AAP inhibition: P. falciparum M1AAP inhibitors, biochemical, fluorogenic H-Leu-NHMec substrate, 1536-well (AID 1445) | recombinant M1AAP, H-Leu-NHMec fluorogenic kinetic assay; higher % means a stronger effect | inhibition, % at 30 µM; hits with a dose series show IC50 in µM | 220,000 compounds, 0.42% hits;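 active means primary inhibition above the hit cutoff, then over 50% inhibition at one or more dose response concentrations, cut at about 23% in these data, passing the limit was not always enough; inconclusive means conflicting primary data, or primary hits not chosen for dose response; inactive means low primary inhibition, or under 50% at every dose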;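 further: plate controls were DMSO full reaction for no effect and no enzyme background for full effect; strong numbers were not always called active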
WT yeast gro inh mutant strain: recorded beside WT yeast gro inh, whose call it bears; inhibition, %; mitochondrial fusion phenotypic screen, mutant strain inhibition
Hep lipid drop cells 6.5 µM: also measured in Hep lipid drop; calls as there; cell count; measured here: cell count, cytotoxicity flag;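 cells counted across two imaged fields per well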
Myeloid diff 2 GFP+ MAC1+ %: also measured in Myeloid diff 2; calls as there; GFP+ MAC1+ double positive, %; measured here: differentiation confirmed by MAC1 staining
Numbers without * were called inactive; i = inactive; ? = inconclusive; . = not tested or not shown; + = active, no number; [ ] = remark or other dose. Unless noted, no stated cut-off is given here; in the data, active means inhibition above about 50%; inactive means the rest.

compound	human PMI inhibitors	K1F lysis inhibition	PMI inhibitors	CSM14.1 death rescue	Myeloid diff 2	Myeloid diff 2 GFP+ MAC1+ %	TNAP activators	Hep lipid drop	Hep lipid drop cells 6.5 µM	WT yeast gro inh	WT yeast gro inh mutant strain	M1AAP inhibition
O=C(CN1CCCCC1)Nc1ccc(F)c(Cl)c1	9%	1.4%	7%	-1.1%	i	0.7	1.1	.	.	9	0	-5%
COc1ccc(CNC(=O)CN(c2cccc(OC)c2)S(C)(=O)=O)cc1	-4%	-0.4%	-10%	1.5%	i	8.9	1.2	.	.	-16	-7	9%
COc1ccccc1NC(=O)c1cccc(S(=O)(=O)N2CCOCC2)c1	0%	0.1%	-2%	-1.1%	i	0.1	1.1	.	.	10	5	3%
COc1ccc(-c2nc(C#N)c(NCCN(C)C)o2)cc1	.	0.1%	.	.	i	1.4	.	.	.	9	6	3%
COc1cc(OC)c(OC)cc1/C=N/NC(=O)c1cccc(S(=O)(=O)N2CCOCC2)c1	2%	0.2%	4%	-0.4%	i	1.0	1.1	4	706	4	-5	11%
Cc1cc(NC(=O)CSc2nc3ccsc3c(=O)n2NC(=O)c2ccccc2)no1	6%	7.4%	4%	-1.5%	i	5.2	1.1	0	782	-18	-3	24µM*
CCc1ccc(C(=O)COC(=O)c2ccc(Cl)nc2)cc1	-4%	.	-14%	.	i	0.0	1.1	20	687	-3	1	8%
Cc1ccc(-c2ccc(C)c(N)c2C)c(C)c1N	20%	-0.5%	3%	0.1%	i	0.6	1.1	-9	706	7	12	2%
COC(=O)C1C(O)=C(C=NC2CCCCC2)C(=O)CC1(C)C (stereo unspecified)	-8%	0.3%	-5%	-1.0%	i	0.4	1.1	.	.	7	7	6%
COC(C[C@H](O)C[C@H](O)[C@H](C)OCc1ccccc1)OC	.	0.7%	.	.	i	0.7	.	-29	647	.	.	2%
Cc1ccc(SC(C)c2nc(-c3ccncc3)no2)cc1 (stereo unspecified)	10%	-0.3%	13%	.	i	0.7	1.1	9	702	16	25	8%
Cc1cccc(CSc2nnc(C)c(=O)n2N)c1	-1%	1.3%[50 µM]	8%	-0.6%	i	1.8	1.1	0	592	-8	18	4%
O=C(Cn1c(=O)oc2cc(S(=O)(=O)N3CCCCCC3)ccc21)NC1CCCCCCC1	1%	-1.8%	-4%	-0.2%	i	2.7	1	.	.	13	-6	-4%
COc1ccc(NC(=O)CCS(=O)(=O)c2ccccc2Cl)cc1S(=O)(=O)Nc1ccc(Cl)cc1	5%	0.6%[50 µM]	11%	-2.6%	i	0.3	1	-12	654	12	11	-2%
O=C(N/N=C/c1ccc(Br)o1)c1cccnc1	5%	1.4%	12%	1.3%	i	0.5	1.1	0	633	-19	-10	7%

Next structures follow:
compound	human PMI inhibitors	K1F lysis inhibition	PMI inhibitors	CSM14.1 death rescue	Myeloid diff 2	Myeloid diff 2 GFP+ MAC1+ %	TNAP activators	Hep lipid drop	Hep lipid drop cells 6.5 µM	WT yeast gro inh	WT yeast gro inh mutant strain	M1AAP inhibition
O=C1CSC(c2ccccn2)N1Cc1cn2ccccc2n1 (stereo unspecified)	0%	0.1%	4%	0.6%	i	0.5	1.2	.	.	-8	8	6%
O=C(NCCc1ccccc1)C1CCN(S(=O)(=O)N2CCC3(CC2)OCCO3)CC1	13%	2.9%	17%	-2.0%	i	5.9	1.2	-14	569	-19	-1	9%
Cc1ccc(-c2[nH]c(=S)[nH]c(=O)c2C#N)cc1	-5%	-0.4%	-13%	-0.2%	i	1.5	1.1	-10	767	-7	6	9%
CCN(CC)C(=O)CSc1nnc([C@@H](N)Cc2ccccc2)o1	6%	2.9%	0%	-0.3%	i	1.2	1.1	.	.	-10	-2	2%
O=C(Nc1ccc(F)c(F)c1)c1cc(S(=O)(=O)N2CCN(c3ccccn3)CC2)ccc1F	2%	0.6%	12%	-0.7%	i	1.2	1.1	5	769	-5	0	8%
COCC(=O)Nc1ccccc1C#N	5%	0.0%	8%	0.1%	i	1.3	1.1	-6	735	17	2	1%
COc1ccc2cc(-c3[nH]ncc3CNCCn3nc(C)cc3C)ccc2c1	28%	0.3%	9%	-2.0%	i	0.1	1.1	-3	688	10	11	3%
CCCCCCCCCCCC(=O)c1c(O)cccc1O	9%	-12%	7%	-4.6%	i	5.3	1	0	671	95*	81*	6%
O=C(N/N=C/c1sc(N2CCOCC2)nc1-c1ccccc1)c1ccccc1Cl	-13%	-1.8%	-9%	-1.6%	i	0.2	1.1	.	.	6	13	11%
Cc1ccc(C2CC(C(F)(F)F)n3nc(C(=O)NCc4ccco4)cc3N2)cc1 (stereo unspecified)	10%	-0.2%	17%	-4.7%	i	0.9	1.1	-10	747	15	12	6%
Cc1c(C(=O)O)oc2c1C(O)CCC2 (stereo unspecified)	-3%	0.3%	-6%	0.2%	i	0.8	1.1	.	.	.	.	-3%
O=C(NCc1cccnc1)C(=O)NC1CCCCC1	0%	0.1%	2%	1.6%	i	0.3	1	-1	758	-6	-6	.
CCCC(=O)N(CC(=O)Nc1sc(C)c(C)c1C(N)=O)Cc1ccccc1	14%	0.3%	16%	2.6%	i	0.2	1.1	14	676	-5	-12	-2%
O=C(Cc1ccc(Cl)cc1)Nc1cccc2ncccc12	-4%	-0.2%	-4%	0.9%	i	0.1	1	-6	594	-2	-4	16%
CCN(CC)c1ccc(/C=C2/C(=O)c3ccc(C(=O)O)cc3C2=O)cc1	17%	-4.7%	18%	-3.0%	i	0.4	0.6	1	650	-3	25	?

Later entries:
compound	human PMI inhibitors	K1F lysis inhibition	PMI inhibitors	CSM14.1 death rescue	Myeloid diff 2	Myeloid diff 2 GFP+ MAC1+ %	TNAP activators	Hep lipid drop	Hep lipid drop cells 6.5 µM	WT yeast gro inh	WT yeast gro inh mutant strain	M1AAP inhibition
CCN(CC)c1ccc(/C=N/N2CCN(c3ccccn3)CC2)cc1	.	-0.1%	.	.	i	0.4	.	26	715	.	.	2%
CN(CC(=O)Nc1ccc(C#N)cc1)CC(=O)Nc1ccc(N2CCOCC2)cc1	4%	1.2%	3%	-0.3%	i	0.5	1.1	-18	580	-5	4	2%
CCCc1nccn1S(=O)(=O)c1cc(OC)ccc1OC	3%	0.5%	15%	0.9%	i	1.2	1.1	-1	782	1	9	3%
O=C(CNCC1CCCO1)Nc1ccc(N2CCCCCC2)cc1 (stereo unspecified)	18%	3.1%	22%	-2.5%	i	2.6	1.1	-10	811	-14	-6	23%
Cc1cccc(N(C)S(=O)(=O)c2ccc3c(c2)CCC(=O)N3)c1	11%	4.6%	9%	-2.2%	i	14	1.1	.	.	-17	-8	-2%
COc1ccc(-n2ncc3c(N4CCC(C(N)=O)CC4)ncnc32)cc1	-16%	-0.3%	-14%	-0.4%	i	2.1	1.1	-3	701	12	2	-7%
O=[N+]([O-])c1ccc(N2CCN(S(=O)(=O)c3ccc(Cl)cc3)CC2)cc1NCc1cccnc1	9%	7.9%	10%	-0.5%	i	0.4	1	6	606	9	-4	3%
Cc1cc(C)c2c(C)c(C(=O)NCc3ccncc3)oc2c1	-7%	-0.2%	-1%	0.9%	i	0.4	1.1	-23	685	-10	3	-1%
O=C(COC(=O)c1cccc(Cl)c1)Nc1cc(Cl)ccc1Oc1ccccc1	13%	4.5%	19%	-2.8%	i	0.7	1.1	-3	725	19	5	3%
CC(C)OC(=O)CCC1(C(=O)O)CCC(=O)NC1 (stereo unspecified)	-9%	12%	-4%	-0.1%	i	9.4	1.1	.	.	-29	-12	0%
CCOc1cc(C=C(C#N)C#N)ccc1Oc1ccc([N+](=O)[O-])cn1	26%	0.2%	17%	0.2%	i	0.8	1	2	687	5	3	7%
CCc1ccc(/C=C2/SC(=S)N(CC(=O)Nc3nc4ccccc4s3)C2=O)cc1	12%	0.0%	13%	9.1%	i	1.2	1	.	.	0	-5	3%
CCOCCCNC(=S)NCCNc1nc2c(C)cccc2cc1C#N	-55%	1.3%	-18%	-0.9%	i	3.1	1.2	-1	732	19	23	8%
Cc1cccc(C2c3[nH]c4ccccc4c3CCN2C(=O)c2cc(C(C)C)nc(N)n2)n1 (stereo unspecified)	2%	1.2%	0%	1.5%	i	0.5	1	-12	610	22	1	-1%
CC1CCCCN1CCNC(=O)C1CCN(S(=O)(=O)N2CCCCC2)CC1 (stereo unspecified)	-2%	0.6%	-12%	-1.2%	i	1.8	1.1	.	.	15	10	5%

More records follow.
compound	human PMI inhibitors	K1F lysis inhibition	PMI inhibitors	CSM14.1 death rescue	Myeloid diff 2	Myeloid diff 2 GFP+ MAC1+ %	TNAP activators	Hep lipid drop	Hep lipid drop cells 6.5 µM	WT yeast gro inh	WT yeast gro inh mutant strain	M1AAP inhibition
CC1=CC(C)(C)N(S(=O)(=O)c2ccc(C)cc2)c2cc(C)ccc21	-9%	3.1%	-5%	-1.2%	i	12	1	-118	413	76*	21*	-3%
COC(=O)c1ccc(NC(=O)C(=O)N2CCN(C(=S)Nc3ccc(C)cc3)CC2)cc1	4%	1.6%	11%	-1.0%	i	1.3	1.1	3	609	19	5	0%
CC(C)(C)C(=O)CSc1nccc(=O)[nH]1	6%	0.6%	-6%	-0.1%	i	6.7	1.1	.	.	12	7	-6%
NNc1nnc2c3cc(F)ccc3n(Cc3ccccc3)c2n1	.	2.9%	.	.	i	0.2	.	-8	726	.	.	-3%
CCOc1ccc(S(=O)(=O)Nc2ccc(C(=O)N/N=C/c3c(C)nn(-c4ccccc4)c3N3CCCC3)cc2)cc1	0%	3.8%	-6%	-1.9%	i	0.7	1.1	-4	667	10	-5	4%
CC1(C)Cc2ccccc2-c2c1c(=O)n(Cc1ccccc1)c1nnnn21	8%	0.1%	7%	-0.5%	i	0.3	1.1	-7	769	27	-5	3%
CCOC(=O)C1=C(C)NC(=O)NC1c1ccc(N2CCC(c3ccccc3)=N2)cc1 (stereo unspecified)	22%	0.0%	10%	0.7%	+	3.4*	1.2	-7	691	4	8	7%
CS(=O)(=O)N(Cc1ccc(C(=O)NN=C2CCCCCC2)cc1)c1ccccc1	-9%	0.1%[50 µM]	-1%	-2.0%	i	2.3	1.5	-2	552	-1	-9	5%
COc1ccccc1N1CCN(c2cc(=O)n(-c3ccccc3Cl)c(=O)[nH]2)CC1	9%	7.1%	8%	-0.1%	i	0.5	1.2	.	.	5	0	-2%
CCOC(=O)c1[nH]c(COC(=O)CCOc2ccccc2OC)c(C(=O)OCC)c1C	-4%	0.2%	3%	-0.8%	i	0.7	1	.	.	14	2	5%
COc1ccc(Cc2nnc(NC(=O)c3c(-c4ccccc4)noc3C)s2)cc1	0%	1.2%	12%	-2.2%	i	1.4	1.1	0	785	19	4	-1%

High-throughput results deposited in PubChem by several laboratories.

This is a random part of the collection (roughly 4.6% active in at least one column).
